# IMPase Li cell: membrane-permeable IMPase blocker, potentiated with lithium; Potency, µM (doses to about 59.4 µM), without a hit: at the top dose activity, negative = IMPase inhibition, actives largely listed as inhibitors; 0.35% of 210,000 active; CHO-M1 cells, IP1 TR-FRET (IP-One), carbachol + lithium;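 note: IP1 builds up when IMPase is blocked and the TR-FRET signal falls; potency is the fitted concentration of half-maximal effect; plate controls were basal vehicle for no effect and high inhibitor control for full effect; nearly all actives have a fitted effect of over 50% in size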
#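 Lithium-sensitised IP1 accumulation assay; M1-expressing CHO cells treated 30 min at 37C with compound. Competitive antibody detection by time-resolved FRET followed a 10 min room-temperature lysis step.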
# LMNA splice mod: changes lamin A minigene splicing in HeLa cells. HeLa LMNA splicing GFP/RFP minigene ratio, 48 h. Potency, µM (highest dose often 46.1 µM), for the others: top-dose ratio change, negative = inhibition, hits mostly inhibitors. 0.01% of 200,000 active. AID 1487; active = well fitted inhibition curve with a large enough effect in the signal ratio, with a control signal flat, not every such curve was filed as active; inconclusive = small, poorly fitted or top-dose-only effect, or effect the other way, or a change in a side signal; the % refers to the signal ratio; note: potency is the fitted concentration of half-maximal effect; % is set by controls: 0 for no effect and ±100 for the full control effect
#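 Read-out is the ratio of GFP to DsRed2 object intensity, acquired by 488 nm laser-scanning cytometry on HeLa lamin A-EGFP minigene reporter cells. Compound incubation 48 hrs at 37 °C in Opti-MEM with 2% FBS; DMSO 0.5% final.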
# CBFb RUNX1 block: inhibitors of human CBF-beta and RUNX1 interaction; Q01196+Q13951; 230,000 tested, under 10 active; AlphaScreen CBFb-His/RUNX1-biotin binding, biochemical; Potency, µM (doses to about 59.8 µM), for the others: at the highest dose activity, negative = inhibition, usual class: inhibitors; AID 1477; note: % of control where 0% means no effect
# Target sequence (Q01196 whole entry, looked up): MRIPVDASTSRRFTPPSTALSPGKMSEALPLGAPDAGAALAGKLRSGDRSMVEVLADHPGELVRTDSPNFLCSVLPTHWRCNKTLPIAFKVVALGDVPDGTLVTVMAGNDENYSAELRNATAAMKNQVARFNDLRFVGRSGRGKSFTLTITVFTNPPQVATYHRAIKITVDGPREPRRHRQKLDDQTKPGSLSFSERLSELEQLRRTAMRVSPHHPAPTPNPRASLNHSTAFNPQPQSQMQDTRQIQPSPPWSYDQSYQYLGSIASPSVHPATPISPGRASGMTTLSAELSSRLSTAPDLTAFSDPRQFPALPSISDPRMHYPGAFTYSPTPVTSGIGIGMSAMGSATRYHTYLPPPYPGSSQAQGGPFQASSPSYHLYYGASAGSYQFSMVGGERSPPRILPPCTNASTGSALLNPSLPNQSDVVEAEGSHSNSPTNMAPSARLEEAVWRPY
# Target sequence (Q13951 whole entry, looked up): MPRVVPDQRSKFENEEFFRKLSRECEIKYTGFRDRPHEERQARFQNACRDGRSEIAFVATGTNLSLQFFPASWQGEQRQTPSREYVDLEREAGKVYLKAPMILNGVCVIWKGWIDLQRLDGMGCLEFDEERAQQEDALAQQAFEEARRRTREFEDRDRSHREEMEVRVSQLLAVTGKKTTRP
#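 CBFb-His/RUNX1-biotin, 30 nM each, preincubated 20 min RT; compound 15 min RT; Ni + streptavidin beads 50 ng each, 90 min RT; AlphaScreen read.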
# Epigenetic derep: derepresses silenced GFP reporter in murine cells; murine LDR cells, GFP reporter derepression, 30 h; Potency, µM (doses to about 53.9 µM), without a hit: top-dose GFP activation, most hits filed as activators; 0.2% of 280,000 active; note: potency is the fitted concentration of half-maximal effect; % of control where 0% means no effect; nearly all actives have a fitted effect of over 60% in size
#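 Readout is the number of GFP-expressing murine LDR cells, counted by cytometry following washing. Cells were treated with compound for 30 h at 37 C; the stably integrated CMV-GFP locus is normally silent.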
# Luc counter: counter-screen: inhibitors of Kinase-Glo firefly luciferase. 0.28% of 200,000 active. Kinase-Glo luciferase, ATP luminescence, 8 min. Q27757. Potency, µM (highest dose often 38.3 µM), for the others: at the highest dose activity change, negative = inhibition, actives largely listed as inhibitors; note: potency is the fitted concentration of half-maximal effect; % is set by controls: 0 for no effect and ±100 for the full control effect; nearly all actives have a fitted effect of over 60% in size
#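 Recombinant Kinase-Glo luciferase, 10 uM ATP (linear range), luciferin; imidazole pH 7.2 / KCl / MgCl2 / Tween / BSA buffer; 8 min RT; luminescence.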
# NPSR antagonist: antagonists of human neuropeptide S receptor cAMP signaling; Q6W5P4; CHO-NPSR cells, cAMP TR-FRET, antagonist mode; Potency, µM (doses to about 38.3 µM), without a hit: at the top dose activity change, negative = inhibition, most hits filed as inhibitors; 1% of 220,000 active; AID 1461; note: potency is the fitted concentration of half-maximal effect; % is set by controls: 0 for no effect and ±100 for the full control effect; nearly all actives have a fitted effect of over 50% in size; many of its hits are not listed in these tables
# GLA spleen mod: alpha-galactosidase A (human) modulation. P06280. human spleen homogenate, 4MU-alpha-Gal fluorescence, 40 min. Potency, µM (top dose mostly 80 µM), without a hit: at the top dose activity change, negative = inhibition, actives largely listed as inhibitors. 0.008% of 240,000 active. AID 2107;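 note: potency is the fitted concentration of half-maximal effect; 0% = enzyme with vehicle and -100% = no enzyme basal signal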
# Target sequence (P06280 32-429 limits assumed): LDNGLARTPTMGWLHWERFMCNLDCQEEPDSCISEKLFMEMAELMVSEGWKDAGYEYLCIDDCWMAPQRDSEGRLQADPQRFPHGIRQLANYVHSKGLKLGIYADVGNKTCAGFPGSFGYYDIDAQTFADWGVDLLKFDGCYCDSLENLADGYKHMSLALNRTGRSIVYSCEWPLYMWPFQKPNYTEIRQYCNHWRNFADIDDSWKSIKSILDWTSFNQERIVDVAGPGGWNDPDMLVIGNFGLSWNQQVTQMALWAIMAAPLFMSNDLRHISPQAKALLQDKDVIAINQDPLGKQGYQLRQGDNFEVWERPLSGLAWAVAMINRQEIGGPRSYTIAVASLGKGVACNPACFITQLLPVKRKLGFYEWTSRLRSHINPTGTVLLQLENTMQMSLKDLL
#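 qHTS titration in buffer at pH 5.0. Alpha-galactosidase activity in spleen homogenate was measured via 4-methylumbelliferone release from 1 mM fluorogenic substrate after 40 min at 37C and a pH 10 stop. AC50 came from Hill fits of control-normalized data.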
# Starred values were filed as active, the others as inactive; ? = inconclusive; . = not tested or not shown; & = joins results of further samples; [ ] = dose if it differs, or a comment. Unless noted, calls come from the whole dose curve; as a rule, active = well fitted curve in the direction sought with a large enough effect; inconclusive = small, poorly fitted or top-dose-only effect, or another doubt; inactive = no such curve, though single readings can be large; an effect the other way counts as inactive or inconclusive. Some of the compounds tested. The share of hits here may be higher or lower than overall.
no.	SMILES	IMPase Li cell	LMNA splice mod	CBFb RUNX1 block	Epigenetic derep	Luc counter	NPSR antagonist	GLA spleen mod
1	Cn1nnnc1SCC(=O)N1CCN(S(=O)(=O)c2ccccc2)CC1	3%	-10%[46 µM]	4%	0.4%	-1%	-11%	4%
2	C=CCn1c(N)c(C(=O)NC2CCCCC2)sc1=S	27%[38.3 µM]	-16%	-3%	-1.0%	4%	-7%[46.1 µM]	0%
3	CCCC(=O)Nc1ccc(C(=O)NN=C(C2CC2)C2CC2)cc1	-2%	-6%	6%	-1.1%	-1%	4%	1%
4	Nc1ccc2nn(-c3ccccc3)nc2c1	-11%	-17%[46 µM]	8%	4.1%	-6%	-4%	-7%
5	CC(C)c1ccc(NC(=O)NN2CCOCC2)cc1	-6%	-5%[9.22 µM]	5%	-2.4%	-2%	14%	2%
6	Cc1ccnc(NC(=O)CCCOc2ccc(Cl)cc2C)c1	4%	.	13%	1.5%	0%	-29%	-4%
7	Cc1cnc(CN(C)C(=O)c2cc(COc3c(F)cccc3F)on2)[nH]1	18%	.	4%	-0.9%	5%	0%	-5%
8	CCn1c(SCC(=O)NC(C)c2ccccc2)nc2ccccc21 (centres undefined)	23%[38.3 µM]	7%	3%	-1.0%	-1%	-7%[46.1 µM]	-2%
9	Cc1cc(NC(=O)c2ccc(Cl)c([N+](=O)[O-])c2)no1	.	-5%[46 µM]	0%	0.0%	.	18%	7%
10	C=CCN1c2ccccc2[C@]23C[C@@H](C(=O)OC)N(C(=O)c4ccco4)C2=NC(C(=O)OC)=C(C(=O)OC)[C@H]13	4%	-8%[9.22 µM]	2%[13.1 µM]	-0.4%	-6%[7.66 µM]	-27%	4%[17.5 µM]
11	COc1cc(/C=C(\C#N)C(=O)NCC2CCCO2)ccc1O (centres undefined)	6%	?	0%	0.0%&1.5%	-1%	0%	-3%
12	COc1ccc(C(=O)NCC(=O)OCC(=O)c2ccc3c(c2)OCCO3)cc1	21%[38.3 µM]	0%	18%	-0.4%	2%	20%[46.1 µM]	2%
13	CC1CCCc2sc3ncn(N)c(=N)c3c21 (centres undefined)	-1%	-6%[46 µM]	1%	3.7%	-4%	12%	10%
14	Nc1nc2ccccc2n1CCN1CCCC1	15%[38.3 µM]	6%	3%	-1.1%	3%	1%[46.1 µM]	10%
15	CCOC(=O)c1ccc2nc3c(cc2c1)CCS3	9%[38.3 µM]	?	12%	-0.9%	0%	-5%[46.1 µM]	-7%
16	Cn1cccc1CC(=O)NNC(=S)NC(=O)c1ccccc1Br	1%	?	-23%	1.2%	-1%	-4%	0%
17	CC1(c2ccc(Cl)cc2)NC(=O)N(CC(=O)NCc2cccs2)C1=O (centres undefined)	3%	3%	4%	1.0%	3%	17%	5%
18	CC(C)NS(=O)(=O)c1ccc(N2C(=O)c3ccccc3C2=O)cc1	31%[38.3 µM]	?	3%	0.8%	-2%	?	-3%
19	COc1ccc(CCNC(=O)c2cc(-c3ccccn3)nc3c(Cl)cccc23)cc1OC	10%	-10%[46 µM]	-3%	2.4%	2%	?	11%
20	S=C1CCC(c2ccc(Br)cc2)=NN1c1ccccc1	.	.	-29%	0.0%	.	-12%	1%
21	Brc1cccc(/C=N\n2cnnc2)c1	-5%[38.3 µM]	3%	1%	?	4%	?	2%
22	COC(=O)C1=C(Nc2ccccc2NC(=O)CCCC(=O)O)CSC1	.	.	19%	8.6%	.	1%	4%
23	Cc1cccc(NC(=O)COc2nsnc2N2CCOCC2)c1	-2%[38.3 µM]	0%	2%	0.0%	-6%	-11%[46.1 µM]	3%
24	O=C(NC(=S)N1CCOCC1)C12CCC3CC(CC(C3)C1)C2	-5%	3%	-4%	1.0%	2%	9%	5%
25	COc1ccc(/C=C/C(=O)NC(=S)NNC(=O)c2cccnc2)cc1OC	-6%[38.3 µM]	7%	-3%	0.0%	1%	-8%[46.1 µM]	5%
26	CC(C)c1ccc(-c2nnn(CCC#N)n2)cc1	2%	?	-1%	0.0%	-5%	3%	2%
27	Cc1nnc(SCC2=C(C(=O)O)N3C(=O)C(NC(=O)c4cc(F)c(F)cc4Cl)C3SC2)s1 (centres undefined)	-3%	.	-6%	-1.5%	0%	5%	-1%
28	O=S(=O)(c1ccc2c(c1)OCCO2)N1CCN(c2nc(-c3cccnc3)nc3ccccc23)CC1	11%	7%[46 µM]	-1%	2.3%	1%	-38%	3%
29	CC(C)Cn1c(N)c(C(=O)COC(=O)/C=C/c2cccs2)c(=O)n(C)c1=O	.	.	11%	-0.3%	.	11%	-8%
30	C/C(O)=C\c1nc(=O)c2c(C)cc(C)nc2n1-c1ccccc1	6%[38.3 µM]	1%	10%	0.0%	4%	17%[46.1 µM]	0%
31	CCS(=O)(=O)N1CCC(C(=O)NCCC2=CCCCC2)CC1	-8%[38.3 µM]	-4%	-2%	0.8%	8%	-1%[46.1 µM]	1%
32	Fc1ccc(OCc2nnc(SCCN3CCOCC3)o2)cc1	10%	-11%	-4%	0.0%	3%	25%[46.1 µM]	-3%
33	CC(C)(C)NC(=O)NC(=O)COC(=O)c1cccc(OC(F)F)c1	2%	.	-3%	-1.5%	-1%	0%	0%
34	CCOC(=O)C1(Cc2ccccc2)CCN(Cc2ccc3cc(NC(C)=O)ccc3n2)CC1	7%	.	6%	1.0%	.	9%	1%
35	CSc1ccccc1NC(=O)Nc1ccc(Cl)cc1	31%[38.3 µM]	?	3%	0.0%	-2%	-20%[46.1 µM]	1%
36	COc1ccc([N+](=O)[O-])cc1N(CC(O)Cn1nnc2ccccc21)S(=O)(=O)c1ccc(C)cc1 (centres undefined)	-4%[38.3 µM]	-3%	-10%	-1.0%	4%	?	-2%
37	O=C(COc1cc(Cl)c(Cl)cc1Cl)NCCc1ccccn1	3%	.	-9%	0.0%	2%	-2%	6%
38	COc1ccc(NC(=O)N2CCC3(CC2)CCN(C(=O)c2ccncc2)CC3)cc1	0%	.	.	.	-4%	.	3%
39	COc1ccccc1C(=O)COC(=O)c1ccccc1OCC(=O)Nc1ccc(SC(F)F)cc1	12%	1%	2%	0.0%	0%	7%	1%
40	COc1ccccc1NC(=O)COc1ccc(CO)cc1Cl	11%[38.3 µM]	-8%	6%	-2.1%	-4%	0%[46.1 µM]	-2%
41	CCOc1ccccc1NC(=O)c1c(Br)cnn1C	10%	?	-8%	-1.3%	-6%	-3%	2%
42	CN(C)Cc1nnnn1-c1cccc(-n2nnnc2CN(C)C)c1	.	.	3%	3.3%	.	-38%	4%
43	O=C(C1CCN(S(=O)(=O)c2cccc3nsnc23)CC1)N1CCn2c1nc1ccccc12	-4%[38.3 µM]	5%	-1%	0.0%	-4%	-10%[46.1 µM]	-16%
44	COc1ccc(-c2[nH]ncc2CN2CCCO2)c(F)c1	5%	.	13%	-4.1%	3%	-13%	0%
45	O=C(CSc1nnc(Cc2ccccc2)o1)NCc1ccco1	.	-1%	1%	-7.2%	.	4%[46.1 µM]	13%
46	Cn1c(=O)[nH]c(=O)c2[nH]c(CN3CCN(C(=O)c4ccco4)CC3)nc21	-4%	5%	2%	-0.9%	3%	1%[46.1 µM]	-6%
47	O=C1C2C3CCC(C3)C2C(=O)N1CNc1ccccc1 (centres undefined)	-1%	?	0%	-1.6%	1%	18%	14%
48	COC(C(=O)NC(C(C)C)C(C)C)c1ccccc1 (centres undefined)	4%	1%	5%	-1.8%	-5%	14%	-1%
49	Cc1cc2cccc(C)c2nc1SCC(=O)N(C)c1nc(-c2ccccc2)cs1	-2%[38.3 µM]	2%	1%	2.1%	0%	-19%[46.1 µM]	1%
50	Cc1ccc(-c2ccc([C@H]3[C@@H]4C=CCC[C@@]4(C)C(=O)N3Cc3ccccc3)c(F)c2)cc1	.	.	1%	5.7%	.	?	4%
51	C[C@@H](C(=O)Nc1ccc2ccccc2c1)[C@@H]1C[C@@]1(C)[C@@H](NS(=O)(=O)c1ccc2ccccc2c1)c1ccccc1	-4%	.	4%	-0.5%	-3%	.	1%
52	COC(=O)c1cc(NC(=O)CC2SC(=Nc3ccccc3)N(CCc3c[nH]c4ccccc34)C2=O)cc(C(=O)OC)c1 (centres undefined)	.	5%	4%	2.5%	.	-18%[46.1 µM]	9%
53	O=C(O)Cn1c(-c2cscn2)nc2ccccc21	-1%[38.3 µM]	-5%	0%	-1.6%	-5%	4%[7.67 µM]	5%
54	O=C(NNS(=O)(=O)c1ccccc1[N+](=O)[O-])c1cccc(Cl)c1	0%	-2%	5%	0.9%	-5%	7%	-2%
55	O=C1C2C3C=CC(C3)C2C(=O)N1CNc1ccccc1 (centres undefined)	15%[38.3 µM]	6%	3%	-1.0%	-1%	2%[46.1 µM]	5%
56	Cc1nn(Cc2c(F)c(F)c(F)c(F)c2F)c(C)c1NC(=O)c1c([N+](=O)[O-])cnn1C	29%[38.3 µM]	-8%	5%	-2.0%	-4%	-5%[46.1 µM]	2%
57	CC(=O)C1=C(C)Nc2ncnn2C1c1ccc(Cl)cc1 (centres undefined)	29%[38.3 µM]	-10%	1%	-2.1%	2%	-7%[46.1 µM]	-1%
58	O=C(Cc1c(O)c2ccccc2[nH]c1=O)N(Cc1ccccc1)Cc1ccccc1	-12%[38.3 µM]	2%	11%	-1.9%	-2%	?	-4%
59	O=C(Nc1ccccc1[N+](=O)[O-])C1C(c2ccccc2)=C1c1ccccc1	10%[38.3 µM]	8%[0.0737 µM]	0%	0.0%	0%	?	1%
60	CC(C)NC(=O)CSc1nnc(-c2ccc(C(C)(C)C)cc2)n1C	6%	?	-4%	-0.8%	-2%	12%[46.1 µM]	3%
61	Cc1cc(NC(=O)c2ccccc2-c2ccccc2C(=O)O)no1	-17%	-4%	13%	1.9%	7%	13%	5%
62	Cc1cc(NC(=O)c2cccc(Oc3ccccc3)c2)n[nH]1	-6%	.	1%	-1.8%	-7%	-1%	1%
63	CC(=O)Oc1ccc(-c2cccc(C(=O)OCC(=O)N(C)c3ccccc3)c2)cc1	15%	-21%	-2%	0.0%	1%	-26%[46.1 µM]	5%

# 3 compounds from above with just Luc counter and IMPase Li cell.
No.	Compound	Luc counter	IMPase Li cell
39	COc1ccccc1C(=O)COC(=O)c1ccccc1OCC(=O)Nc1ccc(SC(F)F)cc1	0%	12%
40	COc1ccccc1NC(=O)COc1ccc(CO)cc1Cl	-4%	11%[38.3 µM]
41	CCOc1ccccc1NC(=O)c1c(Br)cnn1C	-6%	10%
